Compound activity: PubChem BioAssay, several laboratories
GPR55 LPI antagonism – GPR55 antagonists blocking LPI-driven arrestin recruitment, primary screen, imaging, U2OS, beta-arrestin-GFP, LPI agonist (AID 2013) | one-dose inhibition, % at 10 µM; IC50 in µM for titrated hits | 290,000 tested, 0.13% active | U2OS GPR55 beta-arrestin-GFP translocation imaging, LPI antagonism; higher % means a stronger effect;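 active = spots per cell inhibited over 60%, with over 100 cells counted and total cytoplasm intensity under 500,000; inconclusive = wells with under 100 cells, flagged as likely toxic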;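 also: U2OS cells stably carrying GPR55 and arrestin-GFP stimulated by 5 µM LPI near EC80; imaged beta-arrestin-GFP aggregate spots per cell after agonist stimulation; plate controls were LPI-stimulated DMSO wells for no effect and DMSO wells without LPI for full effect; some results filed as inactive read as strong as hits; confirmed hits need IC50 under 10 µM and bright autofluorescent wells are also inconclusive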
NTR1 ag – agonists of NTR1, primary screen, imaging, U2OS cells, beta-arrestin-GFP, high content (AID 493036) | activation, % at 20 µM | 330,000 tested, 0.17% active | NTR1-U2OS beta-arrestin-GFP spot imaging, agonist mode;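 active = activation at or above 40% of the spot to cytoplasm intensity ratio, with at least 20 cells analyzed; inconclusive = wells under 20 cells, flagged as cytotoxic or low count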;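 also: 0% = DMSO without peptide and 100% = 100 nM NTR1 peptide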
Target sequence (P30989 whole entry, looked up): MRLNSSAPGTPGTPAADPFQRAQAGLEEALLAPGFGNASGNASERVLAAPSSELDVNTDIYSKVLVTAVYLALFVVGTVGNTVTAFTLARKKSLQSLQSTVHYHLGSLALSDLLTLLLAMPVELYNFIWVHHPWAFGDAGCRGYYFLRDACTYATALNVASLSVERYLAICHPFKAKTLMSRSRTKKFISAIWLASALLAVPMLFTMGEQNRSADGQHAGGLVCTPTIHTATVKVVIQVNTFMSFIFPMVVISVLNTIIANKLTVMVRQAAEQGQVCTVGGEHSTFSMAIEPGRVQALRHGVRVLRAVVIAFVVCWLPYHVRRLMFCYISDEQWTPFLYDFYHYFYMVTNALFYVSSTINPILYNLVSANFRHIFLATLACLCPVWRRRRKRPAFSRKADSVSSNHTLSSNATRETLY
LYP phosphatase – inhibitors of LYP phosphatase, biochemical, fluorescence intensity, uHTS (AID 1779). recombinant LYP phosphatase, fluorescence intensity; higher % means a stronger effect. inhibition, % at 11.5 µM; hits with a dose series show IC50 in µM. 290,000 tested, 0.054% active; in the data active = inhibition above about 50%;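 also: plate controls were vehicle with enzyme for no effect and no enzyme for full effect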
SIAH1 antagonists – Siah-1 peptide-binding antagonists, primary screen, biochemical, fluorescence polarization, rhodamine-plectin, uHTS (AID 1817) | Siah-1 / rhodamine-plectin peptide fluorescence polarization; higher % means a stronger effect | displacement, % at 20 µM; hits with a dose series show IC50 in µM | 290,000 tested, 0.02% active;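 active = displacement of at least 50% at 20 µM, with a fluorescence ratio check between 0.3 and a set limit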;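 also: plate controls were Siah plus tracer with DMSO for no effect and tracer alone without Siah for full effect; strong numbers were not always called active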
Salmonella PhoP GFP – PhoP-dependent GFP reporter repression – Salmonella Typhimurium, primary screen (AID 1863). S. Typhimurium PhoP-regulated promoter GFP reporter, 4 h; higher % means a stronger effect. inhibition, % at 50 µM, or IC50 in µM where a hit was titrated. 300,000 tested, 0.16% active;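 active = inhibition over 29.93%, a cutoff 3 SD above the screen mean, later confirmed by dose response; inconclusive = inhibition over 29.93% but no dose response follow-up; inactive = inhibition at most 29.93% or unconfirmed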;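 also: 0% = low Mg2+ inducing control and 100% = high Mg2+ repressing control; strong numbers were not always called active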
GPR35 antagonists – GPR35 antagonists blocking zaprinast-driven arrestin recruitment, primary screen, imaging, U2OS, beta-arrestin-GFP, zaprinast agonist (AID 2058) | inhibition, % at 10 µM, or IC50 in µM where a hit was titrated | 290,000 tested, 0.052% active | U2OS GPR35 beta-arrestin-GFP translocation imaging, zaprinast antagonism; higher % means a stronger effect;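 active = inhibition of at least 50% with at least 30 cells and total cytoplasm GFP at most 10,000,000; inconclusive = under 30 cells or total GFP of 10,000,000 plus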
Myeloid diff 2 – myeloid differentiation induction. ER-HoxA9 myeloid progenitors, lysozyme-GFP differentiation, flow cytometry. calls only at 10 µM. 360,000 tested, 1% active. AID 624256;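 active = normalized GFP-positive differentiation at or above the plate's own cutoff, the solvent-only control mean plus 3 SD; inconclusive = no clear call, values can overlap the other calls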;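 also: cells exposed to compound for four days before flow analysis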
HIV fusion peptide – inhibitors of HIV fusion peptide binding, primary screen, biochemical, uHTS, fluorescence dequenching (AID 1986); cell-free peptide binding, fluorescence dequenching, 30 min; higher % means a stronger effect; inhibition, % at 20 µM, or IC50 in µM where a hit was titrated; 290,000 tested, 0.3% active; in the data active = inhibition mostly above about 52%, no sharp cut-off; inactive = mostly below about 76%; also: some results filed as inactive read as strong as hits
Rac1 GTP hydrolysis – MgcRacGAP GTPase-activating activity inhibitors, confirmation, biochemical, ADP Hunter fluorescence | 340,000 tested, 0.6% active | MgcRacGAP-stimulated Rac1 GTP hydrolysis, ADP Hunter fluorescence; higher % means a stronger effect; GST-tagged Rac1 F28L mutant substrate | inhibition, % at 30 µM; hits with a dose series show IC50 in µM | AID 624330;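 active = first-screen hits whose inhibition reached a set limit at any dose in the follow-up dose series; inconclusive = inhibition above the set first-screen limit but never retested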;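 also: fluorescence reports GDP produced by GAP-driven GTP hydrolysis; strong numbers were not always called active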
NTR1 ag cell count 20 µM – also measured in NTR1 ag; calls as there; cell count; measured here: cell count, cytotoxicity flag
Myeloid diff 2 GFP+ MAC1+ % – recorded beside Myeloid diff 2, whose call it bears; GFP+ MAC1+ double positive, %; measured here: differentiation confirmed by MAC1 staining
An asterisk follows results filed as active; i = inactive; ? = inconclusive; nt = no result given; + = active, no number.

1: CC(=O)NCC(=O)N1CCCC(C(=O)c2ccc3c4c(cccc24)CC3)C1 (centres undefined)
2: CN(Cc1ccccc1)C(=O)NC1CCCCC1
3: O=C(CSc1ccc(-c2ccc(Br)cc2)nn1)N1CCOCC1
4: CN1C(=O)C2CN(CCc3ccccc3)CNC2N(C)C1=O (centres undefined)
5: Cc1nnc(NC(=O)CS(=O)(=O)Cc2ccccc2)s1
6: Cc1ccc(C)c(S(=O)(=O)N2CCCOC2CNC(=O)C(=O)NCCCN2CCOCC2)c1 (centres undefined)
7: Clc1ccc2c(N/N=C/c3cccc(Br)c3)ccnc2c1
8: N#CC1=C(N)N(c2ccccc2)C2=C(C(=O)CCC2)C1c1ccsc1 (centres undefined)
entry no.	1	2	3	4	5	6	7	8
SIAH1 antagonists	-1.1%	-3.9%	8.2%	6.0%	9.7%	-4.1%	-3.7%	1.2%
GPR35 antagonists	21.9%	-1.5%	-22.2%	-13.1%	-5.4%	-10.8%	-25.3%	0.0%
Myeloid diff 2	i	i	i	i	i	?	i	i
NTR1 ag	2.2	-4.6	-1.5	-0.3	-0.5	1.4	nt	5.0
Myeloid diff 2 GFP+ MAC1+ %	0.2	2.5	0.1	0.4	0.9	nt	1.7	0.0
Salmonella PhoP GFP	-4.9%	3.9%	-4.3%	1.1%	nt	8.6%	-10.4%	14.2%
NTR1 ag cell count 20 µM	75	98	69	68	55	62	nt	73
LYP phosphatase	-6.9%	-8.3%	-1.6%	-11.6%	-11.4%	-5.4%	1.4%	-2.2%
GPR55 LPI antagonism	0.3%	-7.6%	7.9%	-3.0%	8.5%	3.6%	11.3%	7.4%
HIV fusion peptide	2.2%	0.5%	0.2%	2.4%	0.8%	0.1%	-11.3%	16.4%
Rac1 GTP hydrolysis	4.9%	1.2%	11.2%	5.8%	-4.1%	0.6%	1.4%	11.8%

Limited to LYP phosphatase (2 entries from above):
| no. | SMILES | LYP phosphatase |
| --- | --- | --- |
| 1 | CC(=O)NCC(=O)N1CCCC(C(=O)c2ccc3c4c(cccc24)CC3)C1 (centres undefined) | -6.9% |
| 2 | CN(Cc1ccccc1)C(=O)NC1CCCCC1 | -8.3% |

Next compounds.
9: N#Cc1ccccc1OCC(=O)NC(=O)NCc1ccccc1
10: O=C(c1cnc2n(c1=O)CCS2)N1CCN(C(c2ccccc2)c2ccc(Cl)cc2)CC1 (centres undefined)
11: CCOC(=O)Cn1nnnc1C(CC)N(Cc1cc2c(C)cc(C)cc2[nH]c1=O)C1CCCC1 (centres undefined)
12: CCOC(=O)NC(=O)CSc1cc(C)c2cc(C)cc(C)c2n1
13: CCc1ccc(C(=O)NNC(=O)CCC2CCCCC2)cc1
14: Cc1ccccc1-c1cc(=O)c2c(O)cccc2o1
15: CCCCC(CCC(=O)Nc1ccc(C(=O)OC)cc1)C(=O)O (centres undefined)
16: CCN1CCN(CC#CCOc2ccccc2OC)CC1
entry no.	9	10	11	12	13	14	15	16
SIAH1 antagonists	-7.7%	0.6%	4.9%	-4.4%	0.6%	-5.0%	1.4%	6.6%
GPR35 antagonists	3.7%	-1.1%	15.7%	11.1%	6.9%	21.3%	-5.6%	1.6%
Myeloid diff 2	i	i	nt	i	i	i	i	i
NTR1 ag	-0.6	10.1	nt	8.0	0.4	-5.3	0.0	0.2
Myeloid diff 2 GFP+ MAC1+ %	0.9	6.4	nt	0.4	0.8	1.4	1.6	0.3
Salmonella PhoP GFP	14.5%	3.1%	nt	-7.0%	-6.2%	1.5%	-15.2%	4.9%
NTR1 ag cell count 20 µM	44	87	nt	30	56	52	43	49
LYP phosphatase	-9.8%	-0.3%	-6.5%	-2.5%	-6.0%	-6.0%	-1.5%	-12.3%
GPR55 LPI antagonism	-2.7%	21.1%	8.4%	-5.5%	7.2%	3.0%	-0.5%	12.7%
HIV fusion peptide	-1.3%	-2.3%	6.5%	1.9%	0.9%	-1.7%	0.6%	-0.4%
Rac1 GTP hydrolysis	4.2%	-7.3%	nt	4.7%	7.5%	4.4%	7.2%	29.8%

An excerpt from above in order of their number in LYP phosphatase, smallest number first.
| entry | SMILES | LYP phosphatase |
| --- | --- | --- |
| 11 | CCOC(=O)Cn1nnnc1C(CC)N(Cc1cc2c(C)cc(C)cc2[nH]c1=O)C1CCCC1 (centres undefined) | -6.5% |
| 14 | Cc1ccccc1-c1cc(=O)c2c(O)cccc2o1 | -6.0% |
| 12 | CCOC(=O)NC(=O)CSc1cc(C)c2cc(C)cc(C)c2n1 | -2.5% |
| 10 | O=C(c1cnc2n(c1=O)CCS2)N1CCN(C(c2ccccc2)c2ccc(Cl)cc2)CC1 (centres undefined) | -0.3% |

(listing goes on)
17: CCC(NC(=O)c1ccccc1NC(=O)c1ccco1)C(=O)NNC(=O)c1ccc(OC)cc1 (centres undefined)
18: COc1ccccc1-c1nnc2sc(-c3cnccn3)nn12
19: O=S(=O)(c1ccc(Oc2ccc(S(=O)(=O)N3CCOCC3)cc2)cc1)N1CCOCC1
20: CCC(=O)Nc1nnc(SCC(=O)Nc2cccc(Cl)c2)s1
21: CC1CCN(C(=O)c2ccccc2NC(=O)Cc2ccccc2)CC1
22: C=CCNC(=O)c1cc(-c2ccc(Br)cc2)on1
23: COCCSc1ccccc1C(=O)Nc1ccc2c(c1)OCCO2
24: CCN(CC)C(=O)CCSc1nnc(-c2ccco2)o1
entry no.	17	18	19	20	21	22	23	24
SIAH1 antagonists	10.3%	-8.3%	0.5%	2.8%	2.8%	1.8%	0.8%	-1.1%
GPR35 antagonists	2.1%	-9.6%	-6.1%	-1.6%	-9.4%	-6.3%	5.1%	-6.5%
Myeloid diff 2	i	i	i	i	i	i	i	i
NTR1 ag	-1.7	0.4	0.4	1.2	-0.4	-0.9	-0.2	-0.2
Myeloid diff 2 GFP+ MAC1+ %	0.3	0.5	0.3	1.3	0.4	1.4	1.1	0.5
Salmonella PhoP GFP	-3.7%	3.8%	2.2%	-10.7%	-3.5%	-7.6%	7.0%	1.2%
NTR1 ag cell count 20 µM	93	44	36	72	62	62	51	36
LYP phosphatase	-0.9%	-8.8%	-6.2%	-4.4%	1.4%	-2.6%	-9.8%	-5.6%
GPR55 LPI antagonism	6.7%	-1.8%	-2.6%	-10.2%	4.4%	13.1%	-13.4%	-1.6%
HIV fusion peptide	-2.1%	0.2%	-3.2%	-0.2%	-0.6%	-1.1%	1.2%	-1.4%
Rac1 GTP hydrolysis	7.5%	21.1%	11.0%	4.8%	4.9%	2.6%	9.8%	3.4%

25: Nc1nnn(CC(=O)N/N=C/c2cccc(Cl)c2)n1
26: CCOC(=O)c1cc(-c2ccc(C)cc2)n(CCC(=O)NCCN(C)C)c1C
27: CCc1cccc(CC)c1-n1c(-c2cccnc2)n[nH]c1=S
28: CCOc1ccc(NC(=O)CCN2CCN(S(=O)(=O)c3cc(Cl)ccc3OC)CC2)cc1
29: O=C1COc2ccc3ccccc3c2CN1
30: COc1ccccc1NC(=O)CCn1c(=O)sc2ccccc21
31: CCN(CC)c1ccc(NC(=O)COc2ccc(C#N)cc2)cc1S(=O)(=O)Nc1ccc(OC)cc1
32: CCOC(=O)c1c(-c2ccc(C)cc2)csc1/N=C(\C)C1=C(O)c2ccccc2C1=O
entry no.	25	26	27	28	29	30	31	32
SIAH1 antagonists	-2.7%	1.5%	7.2%	-0.3%	6.4%	5.5%	3.8%	1.8%
GPR35 antagonists	10.1%	-9.6%	-26.4%	4.6%	3.1%	3.0%	7.3%	-9.1%
Myeloid diff 2	i	i	i	i	i	i	i	+
NTR1 ag	-0.7	0.7	1.1	-1.1	-0.4	-1.1	1.2	7.0
Myeloid diff 2 GFP+ MAC1+ %	0.5	0.8	0.5	0.5	0.5	6.5	1.2	10.3*
Salmonella PhoP GFP	3.9%	4.0%	-3.6%	0.5%	11.7%	3.9%	7.4%	-13.2%
NTR1 ag cell count 20 µM	47	78	73	64	84	35	78	47
LYP phosphatase	-9.2%	-6.1%	-6.1%	-5.7%	-4.1%	0.5%	1.0%	0.6%
GPR55 LPI antagonism	-0.3%	-7.4%	13.1%	4.0%	10.2%	-2.4%	12.6%	-3.9%
HIV fusion peptide	3.2%	-1.9%	1.0%	0.2%	0.7%	0.4%	2.4%	2.7%
Rac1 GTP hydrolysis	4.8%	5.9%	9.8%	9.0%	0.8%	-1.4%	13.8%	17.1%

33: CCOc1ccccc1CNS(=O)(=O)c1ccc2[nH]c(=O)sc2c1
34: CC1(C)CC(NC(=O)c2ccc(Br)o2)CC(C)(C)N1
35: Cn1c(=O)n(CCN2CCOCC2)c(=O)c2c1nc1n2CCCN1c1ccccc1
36: Cc1ccccc1CN1CCc2c(OCC(=O)N3CCCCC3)cccc2C1=O
37: CCOC(=O)CN1CC23C=CC(O2)C(C(=O)NCc2ccc(C)cc2)C3C1=O (centres undefined)
38: COc1cc(S(=O)(=O)N(Cc2ccco2)C2CCCC2)ccc1-n1cnnn1
39: CCCC(=O)Nc1cc(-c2nnc(OC)c3ccccc23)ccc1N1CCCCC1
40: OC1CCN(c2cc(-c3ccccc3)nc3cc(-c4ccc(F)cc4)nn23)CC1
41: CCOC(=O)CNc1nc(Cl)nc(NC(C)(C)C)n1
entry no.	33	34	35	36	37	38	39	40	41
SIAH1 antagonists	-4.3%	-0.4%	-5.0%	0.0%	-5.3%	-3.2%	-3.6%	3.7%	-3.5%
GPR35 antagonists	-3.1%	0.0%	11.6%	-16.0%	36.6%	-4.2%	-6.7%	1.1%	-16.7%
Myeloid diff 2	i	nt	nt	i	i	i	nt	i	i
NTR1 ag	-0.3	-0.6	nt	2.9	-1.0	0.6	8.4	19.8	-0.4
Myeloid diff 2 GFP+ MAC1+ %	1.0	nt	nt	0.2	1.0	1.5	nt	0.2	0.4
Salmonella PhoP GFP	-14.6%	4.9%	nt	1.4%	10.7%	9.2%	-0.3%	-2.0%	12.9%
NTR1 ag cell count 20 µM	57	59	nt	59	90	66	86	83	30
LYP phosphatase	0.3%	-12.3%	-3.3%	-5.5%	-10.2%	-8.4%	6.5%	-4.0%	-9.6%
GPR55 LPI antagonism	-9.5%	-5.3%	15.1%	5.9%	8.5%	-1.6%	-1.9%	-5.5%	2.1%
HIV fusion peptide	-1.0%	-0.4%	-0.6%	1.0%	-2.6%	-0.7%	-2.3%	-1.1%	-1.3%
Rac1 GTP hydrolysis	4.3%	4.8%	nt	0.8%	-0.6%	1.7%	nt	8.3%	7.7%
